# High-throughput results as filed in PubChem BioAssay.
# a7 integrin act – integrin-mediated muscular dystrophy alleviation activation. alpha7betagal myoblasts, beta-gal FDG fluorescence, 48 h. Potency, µM (series often up to 38.3 µM), for the others: at the top dose activation, usual class: activators. actives 0.064% (n = 350,000). AID 624291;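 further: potency means the concentration at half of the fitted maximal effect; 100% = response of the positive control SU9516; nearly all actives have a fitted effect of over 60% in size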
#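 Alpha7betagal+/- myoblasts (passage 13) were plated 16-24 hr, then exposed to compounds (1:260 dilution of DMSO stock) for 48 hours at 37C. After MPER lysis, β-galactosidase reporter activity was read as FDG fluorescence (ex 480/em 540) after 30 minutes.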
# TSG101-PTAP inh – blocks PTAP/TSG101 interaction to inhibit HIV-1 budding; Fluorescence polarization, FITC-PTAP peptide / Tsg101 binding; Potency, µM (highest dose often 115 µM), inactives show top-dose activity change, negative = inhibition, usual class: inhibitors; 340,000 tested, under 10 active; active means well fitted inhibition curve with a large enough effect in the main read-out, with a control signal flat, not every such curve was filed as active; inconclusive means small, poorly fitted or top-dose-only effect, or effect the other way, or a change in a side signal; inactive means no such curve, though single readings can be large or run the other way; further: potency means the concentration at half of the fitted maximal effect; % of control where 0% means no effect
# Target sequence (Q99816 whole entry, looked up): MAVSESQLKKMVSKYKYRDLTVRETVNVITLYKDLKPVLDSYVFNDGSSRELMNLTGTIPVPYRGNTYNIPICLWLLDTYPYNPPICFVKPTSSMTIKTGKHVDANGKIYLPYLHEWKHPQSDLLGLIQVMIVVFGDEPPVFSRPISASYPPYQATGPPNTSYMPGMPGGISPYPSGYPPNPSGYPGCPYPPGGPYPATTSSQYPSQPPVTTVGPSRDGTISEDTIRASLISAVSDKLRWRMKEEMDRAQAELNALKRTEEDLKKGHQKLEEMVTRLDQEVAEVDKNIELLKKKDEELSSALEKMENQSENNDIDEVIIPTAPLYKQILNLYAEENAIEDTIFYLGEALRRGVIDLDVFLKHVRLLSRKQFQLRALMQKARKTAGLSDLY
#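 Tsg101 binding domain (10 uM final) was mixed with compound and a FITC-labeled PTAP peptide (50 nM final) in HEPES pH 7.5 buffer with NaCl, Tween 20, EDTA and TCEP; fluorescence polarization was read after 20 min at r.t.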
# B2AR arrestin – recruits beta-arrestin to the human beta2-adrenergic receptor; beta-arrestin recruitment to beta2AR, cell-based reporter; Potency, µM (highest dose often 46.1 µM), without a hit: top-dose activation, hits mostly activators; actives 0.02% (n = 330,000);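 further: potency means the concentration at half of the fitted maximal effect; 0% = DMSO controls and full agonism = EC100 isoproterenol or metaproterenol; nearly all actives have a fitted effect of over 65% in size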
# Eya2 phos inh – inhibitors of human Eya2 phosphatase activity | O00167 | recombinant Eya2, OMFP fluorescence dephosphorylation (OMFP is methylfluorescein phosphate) | Potency, µM (titrated, usually from 76.9 µM), inactives show top-dose activity, negative = inhibition, hits mostly inhibitors | actives 0.006% (n = 330,000) | AID 488837; further: potency means the concentration at half of the fitted maximal effect; on the % scale 0 is the no-effect control and ±100 the full control effect
#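 Eya2 (0.2 uM) preincubated 10 min at ambient with compound, then OMFP substrate added at 50 uM; 10 min reaction in 50 mM HEPES pH 7.5, 50 mM NaCl, 5 uM MgCl2, 0.05% BSA, 1 mM DTT. Fluorescence read at Ex 485/Em 525 nm.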
# ELG1 genotox – genotoxicity induction in ELG1-luciferase HEK293T cells. HEK293T ELG1-luciferase reporter, luminescence, 16 h. Potency, µM (top dose mostly 46 µM), for inactives: top-dose activity change, positive = activation, hits mostly activators. actives 1.3% (n = 330,000); further: potency means the concentration at half of the fitted maximal effect; % of control where 0% means no effect; nearly all actives have a fitted effect of over 60% in size
#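 ELG1-luciferase HEK293T cells, 2,000/well; compound pinned in; 16 hr, 37 °C, 5% CO2; ONE-Glo, 30 min RT; luminescence on CCD imager.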
# USP2a inh – inhibitors of human ubiquitin-specific protease USP2a. O75604. USP2 core, Ub-CHOP2 coupled fluorogenic reporter, 485/531. Potency, µM (top dose mostly 38.3 µM), for inactives: top-dose activity change, negative = inhibition, hits mostly inhibitors. actives 0.01% (n = 330,000);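 further: potency means the concentration at half of the fitted maximal effect; plate controls were DMSO wells for no effect and full inhibition by NEM control for full effect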
#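 Deubiquitinase activity read as fluorescence (485/531 nm) after Ub-CHOP2 cleavage activates the enterokinase reporter on its substrate; USP2 core 10nM, Ub-CHOP2 and substrate 25nM each, 30min compound preincubation then 60min RT; data normalized to NEM, curves fitted.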
# BRCA1 expr act – increases BRCA1 expression. MCF7-BRCA1-FFLuc reporter, luminescence, 48 h; response scale: scaled: vehicle 0%, 10 µM genistein 100%. Potency, µM (titrated, usually from 46.1 µM), without a hit: top-dose activation, most hits filed as activators. actives 1.1% (n = 380,000); further: potency means the concentration at half of the fitted maximal effect; nearly all actives have a fitted effect of over 80% in size; some results filed as inactive show a strong effect at the top dose
#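 MCF7-BRCA1-FFLuc cells, 2000/well in phenol-red-free MEM, attached 2 h then treated 48 h at 37 C. Luciferase luminescence read 15 min after reagent; normalized to genistein maximum activation (10microM) and DMSO, concentration-response fitted.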
# uPA surface inh – inhibitors of cell surface uPA generation | cell surface uPA generation assay, qHTS | Potency, µM (highest dose often 38.3 µM), for inactives: top-dose activity change, negative = inhibition, actives largely listed as inhibitors | actives 0.31% (n = 330,000); active means well fitted inhibition curve with a large enough effect; inconclusive means small, poorly fitted or top-dose-only effect; inactive means no such curve, though single readings can be large or run the other way; tested in mouse RAW 264.7 cells; further: potency means the concentration at half of the fitted maximal effect; on the % scale 0 is the no-effect control and ±100 the full control effect; nearly all actives have a fitted effect of over 55% in size
# TRPV1 ag – human TRPV1 agonism | TRPV1-expressing cells, Fluo-8 calcium influx, agonist mode | AID 540275 | actives 0.19% (n = 320,000) | activation, % at 8.33 µM; in the data active means activation above about 80%; inconclusive means between about 30% and that limit; further: 0% is about no effect
#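 TRPV1-expressing cells were cultured overnight at 35.5C and loaded with Fluo-8 calcium dye for 40 to 90 min at room temperature. After a 10 s baseline, compound was added and calcium influx was read kinetically for 3 min (ex 480/em 520 nm).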
# ASM inhibitor – blocks human secretory acid sphingomyelinase. Potency, µM (series often up to 57.5 µM), for inactives: at the top dose activity change, negative = inhibition, usual class: inhibitors. placental ASM, HMU-PC fluorogenic substrate, 60 min. actives 0.006% (n = 340,000). P17405; further: potency means the concentration at half of the fitted maximal effect
# Target sequence (P17405 47-631 limits assumed): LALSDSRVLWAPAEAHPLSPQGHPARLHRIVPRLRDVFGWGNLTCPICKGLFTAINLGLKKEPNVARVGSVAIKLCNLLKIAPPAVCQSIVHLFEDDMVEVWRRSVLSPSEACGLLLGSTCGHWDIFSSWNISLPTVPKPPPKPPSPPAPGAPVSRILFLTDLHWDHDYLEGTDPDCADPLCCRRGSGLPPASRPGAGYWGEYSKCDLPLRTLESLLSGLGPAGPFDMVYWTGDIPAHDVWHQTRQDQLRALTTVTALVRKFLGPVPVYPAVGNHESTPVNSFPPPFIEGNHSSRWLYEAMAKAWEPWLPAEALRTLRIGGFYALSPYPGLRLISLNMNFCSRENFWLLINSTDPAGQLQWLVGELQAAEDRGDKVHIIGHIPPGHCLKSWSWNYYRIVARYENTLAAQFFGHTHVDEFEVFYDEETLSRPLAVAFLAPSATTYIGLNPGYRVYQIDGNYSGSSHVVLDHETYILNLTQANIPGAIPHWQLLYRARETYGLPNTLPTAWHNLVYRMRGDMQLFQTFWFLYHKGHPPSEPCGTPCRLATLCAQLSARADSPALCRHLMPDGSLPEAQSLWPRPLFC
#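 Steps: dispense placental human ASM, pin compound, wait 10 min at room temperature, add HMU-PC0 substrate at 9 uM final, incubate 60 min at 37 °C, add stop solution raising pH to 10, read fluorescence.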
# p53 reactivator – restores transcriptional activity of mutant p53 | Potency, µM (doses to about 92.2 µM), for the others: top-dose activity change, positive = activation, usual class: activators | actives 0.063% (n = 320,000) | H1299 p53-A138V BP100-luciferase reporter, luminescence, 24 h | AID 504706; further: potency means the concentration at half of the fitted maximal effect; % of control where 0% means no effect; nearly all actives have a fitted effect of over 45% in size
#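 H1299 (p53-null), stable ts p53-A138V + BP100-Luc; 1000 cells/well, Opti-MEM/10% FBS; cpd 4 pt, 1:5; 24 h, 37 deg C, 5% CO2; detection reagent 10 min RT; luminescence.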
# * = called active by the depositor; ? = inconclusive; nt = no result given; & = joins results of further samples; [ ] = remark or other dose. Unless noted, the call rests on the fitted dose curve; in most records, active means well fitted curve in the direction sought with a large enough effect; inconclusive means small, poorly fitted or top-dose-only effect, or another doubt; inactive means no such curve, though single readings can be large; an effect the other way counts as inactive or inconclusive.
# Screens in order: a7 integrin act	TSG101-PTAP inh	B2AR arrestin	Eya2 phos inh	ELG1 genotox	USP2a inh	BRCA1 expr act	uPA surface inh	TRPV1 ag	ASM inhibitor	p53 reactivator
CC(C)c1nc(-c2ccccc2)c(-c2ccccc2)[nH]1
  -2%	0%	0.4%	-17%	-6%	5%	-11%	-10%	15	2%	2%
CCc1ccc(N/C(SCc2cccc(F)c2)=C(/C#N)C(=O)NCc2ccco2)cc1
  -10%	-4%	-0.2%	-1%	-2%	-6%	-21%	nt	20	-3%	1%
COCCCn1c(=S)[nH]c2ncccc2c1=O
  -1%	-2%	-0.9%	-1%	4%	5%	0%	-3%	-1	7%	-4%
O=C(CSc1ccc2nnc(-c3ccccc3)n2n1)N1CCCc2ccccc21
  -1%	1%	-0.1%	0%	-5%	0%	-52%	6%	1	7%	-5%
COC(=O)CN1C(=O)C(O)(CC(=O)c2ccc(Cl)cc2)c2ccccc21 (stereo unspecified)
  -31%	0%	-0.4%	5%	-4%	1%	-4%	7%	-2	-1%	-11%
Cc1ccc(NC(=O)c2ncn(CCCNCc3ccc4c(c3)OCO4)n2)cc1C
  -1%	-1%	nt	nt	nt	nt	0%	-1%	nt	-3%	nt
C=CCn1c(SCC(=O)N(C)c2c(N)n(Cc3ccccc3)c(=O)[nH]c2=O)nnc1-c1ccccc1OC
  13%	-8%	-0.3%	-7%	5%	-1%	-2%	-8%	3	5%	1%
O=C(O)/C(=C/c1ccco1)c1ccccc1
  nt	nt	-0.1%	5%	3%	-2%	nt	nt	1	nt	2%
COc1ccc(Cl)cc1C(=O)NC(=S)Nc1nc(C)cc(C)n1
  ?	-2%	nt	nt	nt	nt	-29%	16%	nt	5%	nt
O=C(CCN1C(=O)c2ccccc2C1=O)C1=NN[C@@H]2C(=O)N(c3ccc4c(c3)OCO4)C(=O)[C@H]12
  6%	0%	0.4%	13%	3%	2%	0%	2%	-3	0%	-1%
CC1C/C(=N\NC(=O)c2ccc([N+](=O)[O-])cc2)CC(C)(C)C1 (stereo unspecified)
  -18%	-5%	0.5%	7%	0%	-4%	1%	12%	?	-3%	-1%
Cc1ccc(Sc2cc(C(=O)c3ccccc3C(=O)O)ccc2[N+](=O)[O-])cc1
  -19%	-5%	-1.1%	-11%	-3%	1%	2%	3%	7	8%	1%
CCSc1ccccc1C(=O)NCc1cccnc1
  3%	-1%	-0.4%	1%	0%	1%	-11%	-1%	1	1%	-5%
Cc1ccc(-n2c(SCC(=O)NNC(=S)Nc3ccccc3)nc3ccccc3c2=O)cc1
  20%	-1%	0.3%	4%	1%	0%	-19%	2%	0	-9%	-7%
COc1ccc(/C=N/Nc2nc(Nc3ccccc3)nc(N3CCCC3)n2)cc1[N+](=O)[O-]
  -61%[inhibitor]	0%	0.0%	-2%	?	0%	-62%	5%	6	4%	3%
Cc1sc(NC(=O)CSc2nc(N)n(CC(=O)c3ccccc3)n2)c(C#N)c1C
  -32%	-2%	-0.4%	9%	-3%	3%	-7%	4%	0	-12%	-7%
Cc1cc(=O)oc2cc(OC(C)C(=O)N3CCOCC3)ccc12 (stereo unspecified)
  -4%[7.66 µM]	0%	-0.1%	18%	-8%	2%	1%	0%	-10	12%	2%
CN(C)S(=O)(=O)c1cc(NC(=O)COC(=O)Cc2cccc3ccccc23)ccc1Cl
  -2%	-1%	0.4%	3%	1%	1%	-9%	6%	0	-7%	-2%
O=c1c2cn[nH]c2nc(SCc2c(F)cccc2F)n1-c1ccc(Cl)cc1
  -42%	-4%	0.0%	11%	-7%	-14%	2%	2%	-1	-22%	-1%
O=C(O)C(Cc1c[nH]c2ccccc12)N1CCS(=O)(=O)CC1 (stereo unspecified)
  -23%	0%	-0.1%	-8%	0%	1%	0%	1%	-1	1%	-3%
CCOC(=O)c1c(NCc2ccccc2)n[nH]c1C
  -9%	-3%	0.5%	0%	3%	1%	4%	-3%	3	1%	-9%
Cc1ccc2nc(-c3cccnc3)c(Nc3ccccc3C)n2c1
  1%	-2%	-0.2%	-7%	-10%	-1%	-7%	4%	8	2%	-2%
Oc1ccc(N=Nc2ccc3c(c2)OCCO3)c2cccnc12
  0%	-2%	0.2%	-10%	7%	-12%	-77%	7%	-5	0%	?
CC(C)c1nnc(NC(=O)C2CCN(S(=O)(=O)c3ccc(-n4cnnn4)cc3)CC2)s1
  -15%	-3%	0.0%	-1%	1%	1%	2%	8%	1	-1%	7%
O=C(O)c1ccc(/C=N/NC(=O)C(O)(c2ccccc2)c2ccccc2)cc1
  14%	-1%	0.0%	14%	2%	2%	8%	1%	2	1%	nt
CC(C)c1ccc(S(=O)(=O)N2CCN(C(=O)[C@@H]3CCCN3C(=O)c3cccs3)CC2)cc1
  -10%	1%	-0.5%	-33%	0%	0%	-23%	9%	-1	-5%	2%
O=C(CCc1ccccc1)NNC(=S)Nc1ccc(F)cc1
  -7%	-2%	-0.3%	4%	0%	2%	1%	1%	0	0%	2%
Cc1nn(C)c(Cl)c1CN1CCC(n2nccc2NC(=O)C2CCCC2)CC1
  -18%	0%	-1.0%	-4%	7%	0%	-23%	-3%	-2	4%	23%
Cc1ccc(-n2c(=O)c3ccc(C(=O)NCc4ccco4)cc3n(Cc3ccccc3C#N)c2=O)cc1
  -22%	1%	-0.1%	0%	0%	4%	17%&-27%	-14%	-4	3%	-24%
CCn1cc(C(=O)NC(=S)Nc2ccccc2[N+](=O)[O-])cn1
  45%	0%	-0.4%	-9%	2%	-1%	?	-8%	14	3%	1%
COC(=O)c1cc(C(=O)c2c(C)cc3ccccn23)cc([N+](=O)[O-])c1
  -15%	-7%	-0.8%	11%	5%	4%	-5%	-14%	0	-16%	-3%
CN(C1=C(NC(=O)c2ccc(Cl)cc2)C(=O)c2ccccc2C1=O)c1ccccc1
  -56%[inhibitor]	3%	-0.4%	5%	-7%	0%	-97%	-9%	9	-27%	?
Cc1ccc(-c2nn(-c3ccccc3)cc2C(=O)NCC(c2cccs2)N2CCOCC2)cc1 (stereo unspecified)
  21%	-1%	0.0%	4%	-22%	-1%	-36%	4%	21	nt	1%
Cc1cc(NC(=O)CSCC(=O)OC(C)C(=O)N(C)Cc2ccccc2)no1 (stereo unspecified)
  -10%	-7%	0.0%	-23%	15%	4%	7%	0%	-4	-3%	1%
O=C(O)COc1ccccc1/C=N/NC(=O)CSc1nnc(SCc2ccccc2)s1
  9%	-5%	-0.3%	-2%	-1%	0%	-7%	-2%	-2	-3%	0%
C/C(Cl)=C\Cn1c(O)c(N=NC(N)=S)c2ccccc21
  -72%[inhibitor]	0%	?	-25%	-2%	2%	-55%	2%	24	-24%	4%
CCOC(=O)CSc1ncc(OC)c(Sc2ccc(Cl)cc2)n1
  17%	-5%	-0.2%	-6%	0%	3%	5%	nt	-1	-9%	11%
O=C(Nc1ccccc1)Nc1cccc(-c2nnco2)c1
  14%	-1%	0.0%	-3%	-3%	-6%	28%	-3%	1	-8%	4%
COc1ccc(-c2noc(CCCC(=O)NC3CCCCC3)n2)cc1
  -17%	0%	0.5%	2%	-9%	2%	-31%	-4%	4	0%	1%
CC1=CC(C)(C)N2C(=O)C3(C(C#N)=C(N)Oc4cc(O)ccc43)c3cccc1c32 (stereo unspecified)
  14%	-5%	-1.9%	-29%	-3%	0%	-23%	-11%	-2	-13%	-5%
CCOC(=O)/C(C#N)=C/c1cc(C)n(-c2ccccc2)c1C
  0%	-1%	0.3%	23%	0.65µM*	2%	?	3%	?	15%	20%
COc1ccc(C2CC3(CC(C)(C)NC(=S)N3)Oc3cc(O)cc(C)c32)cc1OC (stereo unspecified)
  25%	-1%	4.5%	1%	3%	2%	-48%	7%	1	2%	-3%
CCOCCCN(C)C1CCN(S(=O)(=O)c2csc(C(N)=O)c2)CC1
  -22%	-2%	-0.9%	-10%	4%	0%	10%	-10%	-1	1%	16%
Cc1ccc(C(=O)CCC(=O)N(C)CC(=O)Nc2c(Cl)cccc2Cl)cc1
  -9%	-1%	2.4%	-3%	-5%	0%	-7%	5%	0	2%	19%
